TEAD-YAP inh: TEAD-YAP interaction inhibition, primary screen, TEAD-YAP interaction inhibitor project, luminescence, HEK-TIYL cells | TEAD-Gal4/YAP UAS-luciferase luminescence | inhibition, % at 9.12 µM | 640,000 compounds, 1.4% hits | AID 1259422, 2018; in the data active = inhibition above about 32%;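 also: 0% = median of test compound wells and 100% = reference inhibitor wells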
GPR151 activ: activators of human GPR151, primary screen, cell-based, PathHunter beta-arrestin, luminescence; G-protein coupled receptor 151 (Homo sapiens), Q8TDV0; PathHunter beta-arrestin GPR151 cells; activation, % at 11.2 µM; 650,000 compounds, 1% hits; in the data active = activation above about 4.9%;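 also: 0% = median of compound wells and 100% = cells with positive control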
Target sequence (Q8TDV0 whole entry, looked up): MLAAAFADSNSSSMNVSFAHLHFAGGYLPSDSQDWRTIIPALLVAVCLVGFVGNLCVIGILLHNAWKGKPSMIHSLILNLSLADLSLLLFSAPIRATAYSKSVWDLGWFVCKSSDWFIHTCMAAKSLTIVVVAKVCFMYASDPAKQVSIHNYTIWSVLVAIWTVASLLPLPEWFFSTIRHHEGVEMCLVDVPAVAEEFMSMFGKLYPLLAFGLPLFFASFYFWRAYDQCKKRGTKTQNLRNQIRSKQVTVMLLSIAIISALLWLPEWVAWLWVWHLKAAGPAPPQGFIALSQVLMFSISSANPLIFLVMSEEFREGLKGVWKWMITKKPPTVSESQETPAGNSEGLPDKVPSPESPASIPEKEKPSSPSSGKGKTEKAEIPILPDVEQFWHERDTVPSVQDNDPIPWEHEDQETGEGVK
MITF inh: MITF inhibitors, primary screen, biochemical, AlphaScreen, human. Microphthalmia-associated transcription factor (Homo sapiens), O75030. 650,000 compounds, 0.91% hits. AlphaScreen MITF homodimerization, bead proximity signal. AID 1259374, 2018. inhibition, % at 2.6 µM; in the data active = inhibition above about 50%;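 also: 0% = vehicle wells with protein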
Target sequence (O75030 whole entry, looked up): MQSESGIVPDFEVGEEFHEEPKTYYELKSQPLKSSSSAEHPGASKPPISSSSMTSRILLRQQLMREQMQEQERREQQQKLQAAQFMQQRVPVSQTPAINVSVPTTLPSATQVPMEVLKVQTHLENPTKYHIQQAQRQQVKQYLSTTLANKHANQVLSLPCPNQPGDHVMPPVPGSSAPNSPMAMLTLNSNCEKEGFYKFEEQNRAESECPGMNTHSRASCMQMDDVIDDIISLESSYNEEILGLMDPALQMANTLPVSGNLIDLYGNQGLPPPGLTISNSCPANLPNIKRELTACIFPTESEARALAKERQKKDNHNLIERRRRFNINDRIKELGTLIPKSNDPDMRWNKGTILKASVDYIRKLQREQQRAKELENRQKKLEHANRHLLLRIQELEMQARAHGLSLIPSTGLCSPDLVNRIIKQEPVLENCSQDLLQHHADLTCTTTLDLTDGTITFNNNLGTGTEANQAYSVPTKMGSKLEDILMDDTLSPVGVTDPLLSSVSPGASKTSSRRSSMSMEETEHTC
FBW7 activator: FBW7 E3 ligase activators, primary screen, biochemical, AlphaScreen, human. F-box/WD repeat-containing protein 7 (Homo sapiens), Q969H0. AlphaScreen FBW7–phospho-cyclin E peptide binding, activator screen. normalized activity (activation), % at 26.1 µM. 650,000 compounds, 0.13% hits; in the data active = normalized activity above about 1.9%;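 also: purified mutant Fbw7 with reduced substrate affinity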
Numbers without * were called inactive. Compounds were not picked by outcome; about 3.4% have a hit in one of these screens.

Every second line gives: TEAD-YAP inh	GPR151 activ	MITF inh	FBW7 activator
Cc1cccc(OCC(=O)Nc2sc3c(c2C(=O)NCC2CCCO2)CCCC3)c1 (stereo not drawn)
    10	0.5	4	-0.2
CC1(C)CC(=O)C2=C(C1)N(c1ccc(F)cc1F)C(=O)CC2c1cccs1 (stereo not drawn)
    6	1.4	9	0.1
COc1ccc(OC)c(NC(=O)c2ccc(NC3=NC4CS(=O)(=O)CC4S3)cc2)c1 (stereo not drawn)
    -10	-1.6	-8	-0.1
COc1ccc(NC2=CC(=O)CC(c3ccc(C)cc3)C2)c(OC)c1 (stereo not drawn)
    2	0.1	20	0.2
Cc1ccc(/C=C/C(=O)NC(C)c2ccccc2)o1 (stereo not drawn)
    5	0.7	4	-0.3
COc1ccc(C=Nc2ccc3nc(-c4ccncc4)[nH]c3c2)cc1
    -24	-2.5	-22	0.7
CC(C)(C)n1ncc(C(=O)NCc2ccco2)c1C(F)(F)F
    3	-0.3	8	-0.1
Nc1nc(-c2sc3nc4c(cc3c2N)CCCCC4)nc(N2CCOCC2)n1
    -30	1.4	14	0.1
CC(C)(C)CC(=O)Nc1ccc(F)cc1F
    -4	-1.0	22	0.2
COc1ccc(C=O)cc1Cn1c(C)cc(C)c(C#N)c1=O
    15	1.5	6	0.0
CCN(CC)c1ccc2cc(C(N)=O)c(=Nc3ccc(Oc4ccccc4)cc3)oc2c1
    5	0.8	-1	-0.1
CN1CCCc2cc(CCNC(=O)c3ccccc3Cl)ccc21
    6	0.3	-1	0.0
COc1ccc2sc(N(CCCN(C)C)C(=O)Cc3ccccc3)nc2c1
    1	-1.4	4	0.0
Cc1ccccc1C(=O)Nc1ccc2nc(SCC(=O)NC3CC3)sc2c1
    -48	-2.7	-16	0.0
CCN(c1ccc(NC(=O)Cn2c(C(C)O)nc3ccccc32)cc1)C(C)C (stereo not drawn)
    1	0.9	3	-0.5
O=C(O)CCC(=O)NC(CO)C(O)c1ccc([N+](=O)[O-])cc1 (stereo not drawn)
    5	0.4	10	0.4
C/C(=N\Nc1ccc(S(=O)(=O)O)cc1)c1ccc(O)cc1
    5	0.2	15	0.2
CCCn1c(=N)n(CC(=O)c2ccco2)c2ccccc21
    3	-0.6	2	0.0
COc1ccc(C(c2sc3ncnn3c2O)N2CCN(c3ccccc3)CC2)cc1 (stereo not drawn)
    3	0.4	-12	-0.2
COc1cc(Br)c(/C=C2/C(=O)NN(c3ccc(C)cc3)C2=O)cc1OC
    13	-1.5	16	0.1
CCCOc1ccc(Oc2nc(NCC)nc(NC(C)(C)C)n2)nn1
    2	2.7	-2	-0.4
COc1cccc(-n2nc(C(=O)N(C)c3cc(Cl)ccc3C)c3ccccc3c2=O)c1
    7	1.4	1	0.0
CNc1nc(-c2ccc3c(c2)CCN3C(=O)C2CC2)cs1
    63*	0.5	-2	-0.1
CC(=O)NNC(=O)CSc1nc(C2CC2)nc2sc(C)c(C)c12
    -4	-0.3	1	-0.2
O=C(c1ccncc1)N1CCN(C(=O)c2cccs2)CC1
    6	0.0	2	-0.1
NC(=O)CSc1nnc(Cc2cccs2)n1-c1ccccc1
    10	1.0	-1	0.1
CCc1nc2c(C)cc(C)cc2c(N)c1C
    3	-0.4	13	0.4
COc1ccc2nc(NCc3ccc(OC)c(OC)c3OC)sc2c1
    -15	3.5	11	0.0
Cc1ccc(/C=C/C2=NC(=C\c3ccc(Cl)cc3Cl)/C(=O)O2)cc1
    -3	-0.8	5	0.0
COc1ccc(C)cc1S(=O)(=O)NCCNc1ccc(C)nn1
    6	1.1	-2	0.2
COc1ccc(C(=O)c2ccc(N3CCN(C(=O)c4ccccc4F)CC3)c(F)c2)cc1Br
    1	0.0	-10	-0.1
COc1ccccc1OCCSc1nc2ccc(Br)cc2[nH]1
    -16	0.5	6	0.0
CC1CN(C(=O)N2CCC(C(=O)NCCc3ccccc3)CC2)c2ccccc2O1 (stereo not drawn)
    -4	-0.7	-5	-0.1
CSc1ncccc1C(=O)Nc1nc2ccccc2[nH]1
    -1	0.1	-14	-0.2
O=C1CCCN1CCCNC(=S)Nc1ccc(S(=O)(=O)N2CCOCC2)cc1
    7	-1.2	6	0.2
COc1cccc(NC(=S)NCc2ccco2)c1
    -18	1.1	-11	-0.4
Cn1cnnc1SCC(=O)c1cccs1
    2	-1.0	11	0.7
Cc1cc(C)c(C)c(C2=NON3N(C(=O)C45CC6CC(CC(C6)C4)C5)c4ccccc4N23)c1C
    -8	-0.2	-3	0.1
COC(=O)c1c(NC(=O)c2ccc([N+](=O)[O-])cc2)sc(C(=O)NC2CCCCC2)c1C
    8	-0.9	-7	-0.2
CCOc1ccc(C2C(C#N)=C(N)OC3=C2C(=O)CC(C)(C)C3)c(OCC)c1 (stereo not drawn)
    5	-0.8	20	0.1
CC1CCN(Cc2nnnn2CC(=O)N[C@@H]2C[C@H]2c2ccccc2)CC1
    -11	-1.5	7	-0.1
COc1ccc(F)cc1S(=O)(=O)Nc1ccc(-c2ccc(N3CCCC3)nn2)cc1
    2	-2.0	11	0.2
Cc1noc(C(=O)Nc2sc3c(c2C#N)CCC3)c1Cl
    -10	-1.4	-3	-0.2
NC(=O)NC(=O)COC(=O)c1ccc(F)c(S(=O)(=O)N2CCOCC2)c1
    1	-1.0	5	0.1
CCOCCOC(=O)C1=C(C)NC2=C(C(=O)CC(c3ccccc3)C2)C1c1ccc(CC)cc1 (stereo not drawn)
    2	-1.0	-10	0.1
O=C(CSc1nc(=O)n(Cc2ccccn2)c2c1CCC2)c1ccccc1
    -3	0.3	23	0.3
COCCCNCC(O)COc1ccc(C)cc1 (stereo not drawn)
    6	-1.1	36	0.2
COc1cccc(-n2nnc(-c3nc(-c4ccccc4F)no3)c2N)c1
    -33	-2.7	12	0.8
O=C(NCCO)/C(=C\C=C\c1ccccc1)NC(=O)c1ccccc1Cl
    8	0.5	-7	0.1
C=CCNC(=O)C1CCN(C(=O)Nc2ccccc2)CC1
    -1	-0.8	-3	-0.1
COCCCNC(=O)CCC(=O)Nc1ccc2nc(N3CCC(C)CC3)cc(C)c2c1
    -14	-1.4	1	0.3
C=CCN(CC=C)C(=O)c1c(NC(=O)c2ccccc2C)sc2c1CCCCC2
    5	-0.5	-1	-0.1
CCOc1ccccc1-n1c(SCC(=O)c2cccc([N+](=O)[O-])c2)nnc1-c1cccnc1
    -14	-0.3	-29	0.0
COc1ccc(-c2nnc(SCC(=O)NC(C)(C)C)n2-c2ccccc2)cc1
    -1	1.3	9	-0.2
COc1cccc(-n2sc3c(c2=S)-c2cc(C)ccc2NC3(C)C)c1
    1	-0.5	16	-0.3
Cc1ccc(C2CC(c3cccs3)=NN2C(=O)CSc2nnc(CNC(=O)c3ccccc3)n2-c2ccc(F)cc2)cc1 (stereo not drawn)
    9	-1.2	-3	0.5
CC(C)c1onc(C(=O)N2CCN(c3ccccc3)CC2)c1[N+](=O)[O-]
    5	-0.1	12	0.1
C/C(=C/C(=O)O)C(=O)NCCc1ccccc1
    -7	0.2	2	-0.1
COc1cc(/C=C2\SC(NC(C)=O)=NC2=O)cc(Br)c1OC
    0	0.9	-10	-0.1
CCCC(C(=O)NC(C)(C)C)N(Cc1ccco1)C(=O)CNS(=O)(=O)c1ccccc1 (stereo not drawn)
    4	0.2	29	0.1

Structural class: the compounds so far with two or more sulfur atoms
Every second line gives: TEAD-YAP inh	GPR151 activ	MITF inh	FBW7 activator
COc1ccc(OC)c(NC(=O)c2ccc(NC3=NC4CS(=O)(=O)CC4S3)cc2)c1 (stereo not drawn)
    -10	-1.6	-8	-0.1
Cc1ccccc1C(=O)Nc1ccc2nc(SCC(=O)NC3CC3)sc2c1
    -48	-2.7	-16	0.0
CC(=O)NNC(=O)CSc1nc(C2CC2)nc2sc(C)c(C)c12
    -4	-0.3	1	-0.2
NC(=O)CSc1nnc(Cc2cccs2)n1-c1ccccc1
    10	1.0	-1	0.1
O=C1CCCN1CCCNC(=S)Nc1ccc(S(=O)(=O)N2CCOCC2)cc1
    7	-1.2	6	0.2
Cn1cnnc1SCC(=O)c1cccs1
    2	-1.0	11	0.7
COc1cccc(-n2sc3c(c2=S)-c2cc(C)ccc2NC3(C)C)c1
    1	-0.5	16	-0.3
Cc1ccc(C2CC(c3cccs3)=NN2C(=O)CSc2nnc(CNC(=O)c3ccccc3)n2-c2ccc(F)cc2)cc1 (stereo not drawn)
    9	-1.2	-3	0.5

Carrying on:
Every second line gives: TEAD-YAP inh	GPR151 activ	MITF inh	FBW7 activator
CC1CCCCN1CCNC(=O)CN1C(=O)COc2ccccc21 (stereo not drawn)
    8	0.4	11	0.1
COC(=O)Nc1ccc(S(=O)(=O)N2CCC(C(=O)O)CC2)cc1
    6	4.1	-8	0.1
Cc1cnc(C)c(-c2cc(F)c3c(c2)CC(CNC(=O)c2cc(CC(C)C)[nH]n2)O3)n1 (stereo not drawn)
    4	-1.3	9	0.2
CCCOc1ccc(/C(O)=C2/C(=O)C(=O)N(Cc3cccnc3)C2c2ccc(OC)cc2)c(C)c1 (stereo not drawn)
    -6	-0.4	-2	-0.1
COc1ccc(Oc2c(C(F)(F)F)oc3cc(OC(=O)c4cccs4)ccc3c2=O)cc1
    6	-1.2	-3	0.0
O=C(COc1ccccc1Cl)Nc1cccc2ccccc12
    9	-0.2	-12	0.0
CC1CCCC(NC(=O)Cn2c(=S)[nH]c3ccccc3c2=O)C1C (stereo not drawn)
    -6	1.2	-3	0.2
O=C1S/C(=C\c2ccco2)C(=O)N1c1ccccc1
    -4	-1.1	-7	0.0
CCn1cc(C(=O)Nc2ccccc2C(N)=O)c(=O)c2ccc(C)nc21
    -1	0.0	7	-0.2
COc1ccc(N2C(=O)c3ccc(F)cc3C2=O)cc1
    0	-2.0	1	0.2
CC(C)c1ccc(/C=C/C(=O)Nc2ccc(Cl)cc2[N+](=O)[O-])cc1
    5	0.1	2	-0.1
C[n+]1ccn(CC(=O)c2ccc(Br)cc2)c1
    -13	-0.9	26	0.6
O=C(Cn1ccc2ccccc21)Nc1cccc(-c2cn3ccsc3n2)c1
    -26	-0.3	1	0.2
CC1Cc2ccccc2N1C(=O)Nc1ccc([N+](=O)[O-])cc1 (stereo not drawn)
    -4	0.3	-8	0.1
O=C1CN(C(=O)c2ccc(Br)o2)C(c2ccc(F)cc2)c2cc(F)ccc2N1 (stereo not drawn)
    7	-0.5	3	-0.1
CCc1cc2cc3c(cc2nc1SCCN1CCOCC1)OCCO3
    8	0.8	11	-0.1
Cc1cc(NC(=O)/C(=C\c2cccc([N+](=O)[O-])c2)NC(=O)c2ccccc2Cl)ccc1Br
    -3	3.1	2	0.0
O=c1[nH]c(/C=C/c2ccc([N+](=O)[O-])cc2)c([N+](=O)[O-])c(=O)[nH]1
    4	0.4	-12	-0.9
O=C(Nc1c(C(=O)O)oc2ccc(Cl)cc12)c1ccc(C(F)(F)F)cc1
    1	0.2	-3	0.0
CCOc1ccc(NC(=O)C2CCCN2C(=O)OCc2ccccc2)cc1 (stereo not drawn)
    10	0.5	11	0.0
Cc1cc(C)cc(N(C(=O)C(C)(C)C)C2C=CS(=O)(=O)C2)c1 (stereo not drawn)
    1	0.6	-6	0.0
COc1cccc(NC(=O)CSc2ccc3nnc(-c4cccs4)n3n2)c1
    -5	1.7	-13	0.0
COC(=O)COc1ccc(Br)cc1C1C(C#N)=C(N)OC2=C1C(=O)CCC2 (stereo not drawn)
    1	-0.2	16	0.0
N#Cc1c(C(F)(F)F)cc(-c2ccccc2)nc1SCC(=O)C1CC1
    9	0.6	-4	0.0
CC(NC(=O)C(=O)NCCO)c1ccccc1 (stereo not drawn)
    9	2.4	-9	-0.1
C/C(=N\OCC(=O)N/N=C/C1=C(c2ccccc2)C2C=CC1C2)c1ccc(C)cc1 (stereo not drawn)
    6	-1.1	10	0.0
CC(NC(=O)c1ccc(C#N)cc1)C12CC3CC(CC(C3)C1)C2 (stereo not drawn)
    9	1.1	-16	-0.1
O=C1c2ccccc2C(=O)N1CN1CCN(CN2C(=O)c3ccccc3C2=O)CC1
    4	1.6	15	-0.1
O=C(Nc1ccc([N+](=O)[O-])cc1Cl)C1CC(c2c(F)cccc2Cl)=NO1 (stereo not drawn)
    2	0.5	7	-0.5

Full records as entered above. Values in the order: TEAD-YAP inh	GPR151 activ	MITF inh	FBW7 activator
Shown for O=c1[nH]c(/C=C/c2ccc([N+](=O)[O-])cc2)c([N+](=O)[O-])c(=O)[nH]1 = 4	0.4	-12	-0.9
Shown for N#Cc1c(C(F)(F)F)cc(-c2ccccc2)nc1SCC(=O)C1CC1 = 9	0.6	-4	0.0
Shown for Cc1cc(NC(=O)/C(=C\c2cccc([N+](=O)[O-])c2)NC(=O)c2ccccc2Cl)ccc1Br = -3	3.1	2	0.0
Shown for Cc1cc(C)cc(N(C(=O)C(C)(C)C)C2C=CS(=O)(=O)C2)c1 (stereo not drawn) = 1	0.6	-6	0.0

High-throughput results as filed in PubChem.
